Bioassay records: PubChem, National Center for Advancing Translational Sciences (NCATS)
BLM helicase inh – qHTS Assay for Inhibitors of Bloom's syndrome helicase (BLM). hit rate 0.2% among 350,000. recombinant BLM DNA unwinding, fluorescence dequenching. RecQ-like DNA helicase BLM (Homo sapiens), P54132. Potency, µM (highest dose often 56.1 µM), without a hit: at the highest dose activity change, negative = inhibition, most hits filed as inhibitors;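 also: plate controls were vehicle for no effect and no enzyme for full effect; nearly all actives have a fitted effect of over 35% in size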
Target sequence (P54132 whole entry, looked up): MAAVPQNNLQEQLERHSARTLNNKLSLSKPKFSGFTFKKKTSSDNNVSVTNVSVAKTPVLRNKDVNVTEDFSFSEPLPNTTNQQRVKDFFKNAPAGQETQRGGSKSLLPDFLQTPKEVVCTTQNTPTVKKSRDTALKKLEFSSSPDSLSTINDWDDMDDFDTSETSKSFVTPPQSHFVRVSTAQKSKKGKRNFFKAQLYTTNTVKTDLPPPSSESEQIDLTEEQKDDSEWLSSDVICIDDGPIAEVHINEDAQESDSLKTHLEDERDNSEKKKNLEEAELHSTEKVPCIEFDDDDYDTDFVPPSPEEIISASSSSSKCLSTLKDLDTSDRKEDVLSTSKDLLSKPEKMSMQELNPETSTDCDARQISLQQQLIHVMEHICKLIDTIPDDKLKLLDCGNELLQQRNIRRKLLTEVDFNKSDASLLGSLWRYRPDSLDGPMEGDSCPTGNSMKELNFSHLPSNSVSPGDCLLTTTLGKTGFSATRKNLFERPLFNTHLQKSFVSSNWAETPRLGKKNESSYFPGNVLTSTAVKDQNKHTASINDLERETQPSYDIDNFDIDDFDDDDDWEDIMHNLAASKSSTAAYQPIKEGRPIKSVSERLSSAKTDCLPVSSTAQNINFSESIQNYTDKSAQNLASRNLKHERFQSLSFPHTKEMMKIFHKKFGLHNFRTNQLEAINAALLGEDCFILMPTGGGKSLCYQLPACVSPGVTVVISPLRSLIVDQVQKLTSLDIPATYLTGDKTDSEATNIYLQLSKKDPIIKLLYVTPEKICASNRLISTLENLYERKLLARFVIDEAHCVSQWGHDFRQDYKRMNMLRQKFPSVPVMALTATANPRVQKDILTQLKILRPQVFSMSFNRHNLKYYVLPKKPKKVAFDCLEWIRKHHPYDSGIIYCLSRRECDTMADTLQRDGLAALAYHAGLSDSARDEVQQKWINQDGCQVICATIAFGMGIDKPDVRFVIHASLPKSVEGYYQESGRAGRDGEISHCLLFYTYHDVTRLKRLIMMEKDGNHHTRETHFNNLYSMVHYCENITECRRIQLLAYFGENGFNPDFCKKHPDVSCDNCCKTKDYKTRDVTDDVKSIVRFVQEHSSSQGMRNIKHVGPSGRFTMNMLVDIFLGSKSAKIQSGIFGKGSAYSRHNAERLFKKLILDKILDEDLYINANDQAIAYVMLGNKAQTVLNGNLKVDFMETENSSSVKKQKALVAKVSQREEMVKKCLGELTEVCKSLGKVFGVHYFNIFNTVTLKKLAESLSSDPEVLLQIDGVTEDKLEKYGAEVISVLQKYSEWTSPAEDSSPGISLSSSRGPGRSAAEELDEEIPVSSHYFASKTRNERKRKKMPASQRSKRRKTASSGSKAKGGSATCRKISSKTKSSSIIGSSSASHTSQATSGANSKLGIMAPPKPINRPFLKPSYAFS
Pin1 inhibitor – qHTS Assay to Find Inhibitors of Pin1; hit rate 0.009% among 390,000; Pin1 FP peptide displacement, HiFluor488, 10 min; Peptidyl-prolyl cis-trans isomerase NIMA-interacting 1 (Homo sapiens), Q13526; AID 504891, 2011; Potency, µM (doses to about 115 µM), inactives show at the top dose activity, negative = inhibition, hits mostly inhibitors; active = well fitted inhibition curve with a large enough effect in the polarisation, with a control signal flat, not every such curve was filed as active; inconclusive = small, poorly fitted or top-dose-only effect, or effect the other way, or a change in a side signal; inactive = no such curve, though single readings can be large or run the other way; the % refers to the polarisation; also: % is scaled to controls: 0 for no effect and ±100 for the full control effect
GLS inhibitor – qHTS for Inhibitors of Glutaminase (GLS); Glutaminase kidney isoform, mitochondrial (Homo sapiens), O94925; Potency, µM (highest dose often 45.5 µM), without a hit: at the highest dose activity change, negative = inhibition, usual class: inhibitors; GLS enzymatic activity, qHTS titration; hit rate 0.21% among 410,000; also: % is scaled to controls: 0 for no effect and ±100 for the full control effect
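Glutamate formation by hKGA was monitored fluorometrically using coupled glutamate oxidase, HRP and Amplex Red. Substrate was added as 1 mM L-glutamine solution; incubation was 30 min at RT after an initial read.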
POLI inh – qHTS for Inhibitors of Polymerase Iota; AID 588590, 2011; DNA polymerase iota (Homo sapiens), Q9UNA4; Pol iota fluorescent replication assay, 10 min; hit rate 1% among 390,000; Potency, µM (highest dose often 115 µM), without a hit: top-dose activity, negative = inhibition, hits mostly inhibitors
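Pol iota at 10 nM preincubated 15 min with compounds at room temperature; reaction started with fluorescent substrate, 50 nM final. Fluorescence read kinetically at 0 and 10 min; buffer-only wells as negative control.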
HP1b chromo inh – HTS for Inhibitors of HP1-beta Chromodomain Interactions with Methylated Histone Tails. Chromobox protein homolog 1 (Homo sapiens), P83916. AlphaScreen HP1-beta / biotin-H3K9me3 peptide binding. Potency, µM (top dose mostly 114 µM), without a hit: at the highest dose activity change, negative = inhibition, hits mostly inhibitors. hit rate 0.56% among 390,000. AID 540317, 2011; also: nearly all actives have a fitted effect of over 70% in size; inactives centre near 23
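AlphaScreen: HP1-beta (50 nM) preformed 30 min with biotin-H3(1-18)K9me3 peptide (50 nM) in PBS pH 7.4, 0.01% Tween-20. Compound added for 30 min at RT, then streptavidin donor/nickel chelate acceptor beads (10 ug/mL) for 30 min.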
BAZ2B block – qHTS Assay for Inhibitors of BAZ2B; Bromodomain adjacent to zinc finger domain protein 2B (Homo sapiens), Q9UIF8; AlphaScreen BAZ2B-H3K14Ac peptide displacement; Potency, µM (top dose mostly 114 µM), for the others: at the highest dose activity change, negative = inhibition, hits mostly inhibitors; hit rate 4.4% among 360,000; AID 504333, 2011; also: % is scaled to controls: 0 for no effect and ±100 for the full control effect; nearly all actives have a fitted effect of over 60% in size
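Multi-concentration screen (max 110 uM) measuring displacement of acetylated histone H3 peptide from BAZ2B by AlphaScreen, using 50 nM protein, 50 nM peptide and 10 ug/mL streptavidin donor plus Ni-chelate acceptor beads.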
JMJD2A Tudor inh – qHTS Assay for Inhibitors of JMJD2A-Tudor Domain. Potency, µM (top dose mostly 114 µM), inactives show at the top dose activity change, negative = inhibition, most hits filed as inhibitors. AlphaScreen JMJD2A-Tudor / H3K4me3 peptide binding. hit rate 4.4% among 390,000; also: % is scaled to controls: 0 for no effect and ±100 for the full control effect; nearly all actives have a fitted effect of over 50% in size
G9a inh – qHTS Assay for Inhibitors of Histone Lysine Methyltransferase G9a; G9a H3K9 monomethylation, AlphaScreen, 2 h; Potency, µM (top dose mostly 102 µM), for inactives: top-dose activity, negative = inhibition, hits mostly inhibitors; hit rate 8.8% among 350,000; AID 504332, 2011; also: % is scaled to controls: 0 for no effect and ±100 for the full control effect; nearly all actives have a fitted effect of over 75% in size
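AlphaScreen detection with an anti-monomethyl H3K9 antibody quantified product after a 2 h room-temperature reaction containing 500 nM biotinylated H3K9 peptide, 20 µM SAM and 20 nM enzyme, which had been preincubated 15 min with compound.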
Tb PGK inh – qHTS Assay to Find Inhibitors of Phosphoglycerate Kinase. hit rate 0.043% among 380,000. PGK/GAPDH coupled, Kinase-Glo luminescence, 60 min. Phosphoglycerate kinase, glycosomal (Trypanosoma brucei brucei), P07378. Potency, µM (top dose mostly 57.5 µM), inactives show top-dose activity change, negative = inhibition, actives largely listed as inhibitors. AID 602233, 2012; also: % is scaled to controls: 0 for no effect and ±100 for the full control effect; nearly all actives have a fitted effect of over 60% in size
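Luminescent ATP detection (Kinase-Glo Plus) follows a 60-minute room-temperature incubation, with wells lacking PGK as controls. Buffer: 100 mM TEA (pH 7.6), 5 mM MgCl2, 0.01% Tween-20. Coupling enzyme GAPDH (100 nM final) supplies unstable 1,3-BPG in-well.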
The depositor's hits bear a star; i = inactive; u = inconclusive; x = no result given; & = joins results of further samples; [ ] = remark or other dose. Unless noted, calls follow the shape of the dose curve; as a rule, active = well fitted curve in the direction sought with a large enough effect; inconclusive = small, poorly fitted or top-dose-only effect, or another doubt; inactive = no such curve, though single readings can be large; an effect the other way counts as inactive or inconclusive. Potency is read from the fitted curve at half-maximal effect.

| No. | smiles | BLM helicase inh | Pin1 inhibitor | GLS inhibitor | POLI inh | HP1b chromo inh | BAZ2B block | JMJD2A Tudor inh | G9a inh | Tb PGK inh |
| --- | --- | --- | --- | --- | --- | --- | --- | --- | --- | --- |
| 1 | O=C1C=C(c2cc(F)ccc2F)C[C@@H](c2ccc(Cl)cc2)C1 | x | 3% | 0% | -15% | 54%[activator] | 20% | 25% | -7%[2.33 µM] | -3% |
| 2 | C=C(C)Cn1c(SCC(=O)Nc2cccc(Cl)c2)nc2sc3c(c2c1=O)CCCC3 | -10% | 1% | -1% | -19% | -5% | -7% | -18% | -3%[59 µM] | -6% |
| 3 | O=C(C1CCCO1)N1CCN(C(=S)Nc2ccccc2Cl)CC1 (stereo not given) | 5% | -6% | 11% | -13% | 31% | -1% | -3% | 7%[59 µM] | -4% |
| 4 | Cc1ccsc1CN(C)CC(=O)Nc1cccc(S(=O)(=O)N(C)c2ccccc2)c1 | x | 11% | 6% | 5% | 31% | 5% | -18% | -11% | -4% |
| 5 | O=C(NCc1ccco1)C1CC(O)CN1C(=O)Nc1ccccc1 (stereo not given) | -2% | -2% | 2% | 70%[activator] | -25% | 0% | -15% | 22% | 2% |
| 6 | O=C1NCCc2c1[nH]c1c(Cl)ccc(Cl)c21 | -1% | -1% | 1% | 0% | 22% | -1% | -9% | 14% | -5% |
| 7 | Cc1ccc(/C=C2/C(=O)c3ccc(C(=O)O)cc3C2=O)o1 | 75%[activator] | u | 197%[activator] | u | 71µM* | 11µM* | 28µM* | x | u |
| 8 | Cc1nc(CCNC(=O)CC2C(=O)NCCN2Cc2ccccc2)sc1C (stereo not given) | -3% | -15% | 7% | -2% | 34% | -10% | -8% | x | -5% |
| 9 | Cc1ccc(-c2ccc(S(=O)(=O)NCc3ccco3)cc2)cc1 | -4% | -6% | 3% | 20% | 24% | 6% | -3% | x | 8% |
| 10 | Cn1nnnc1SCC(=O)Nc1cc(C(C)(C)C)nn1-c1ccccc1 | -2% | 2% | -9% | 9% | 46%[activator] | 7% | -12% | 0%[12.7 µM] | -7% |
| 11 | CSCC[C@H](NC(=O)c1cccc(S(=O)(=O)N2CCCCCC2)c1)c1nc2ccccc2[nH]1 | x | 41%[activator] | -1% | 12% | -7%[57 µM] | x | -32% | x | 3% |
| 12 | COc1cc(OC)c(CN2CCN(c3ccc(F)cc3)CC2)cc1Br | -6% | -14% | 15% | -13% | -63% | 50µM* | 2.5µM* | 35µM* | -1% |
| 13 | COc1cc(NC(=O)Cc2c(C(=O)O)c(C)cn2C)cc(OC)c1 | -1% | 2% | -8% | 19% | -7% | u | -27% | -5%[59 µM] | 6% |
| 14 | COc1ccc(CCC(=O)Nc2ccccc2C(F)(F)F)cc1 | -4% | -8% | 2% | -2% | 14% | 5% | -19% | -2%[59 µM] | -9% |
| 15 | COc1ccc(S(=O)(=O)NC(C)C(=O)NCc2ccncc2)cc1C (stereo not given) | -3% | -9% | -3% | 88%[activator] | 25% | 14% | -7% | 10% | -3% |
| 16 | Cc1ccccc1N(CC(=O)N/N=C/c1cc(C)n(-c2ccccc2C)c1C)S(C)(=O)=O | 6% | 0% | 4% | -2% | -3% | u | u | 10µM* | 8% |
| 17 | Cc1cc(NC(=O)CCCN2C(=O)c3cccnc3C2=O)no1 | 1% | -2% | u | 4% | -6% | 3% | u | 7%[12.7 µM] | -4% |
| 18 | N[C@@H](Cc1ccccc1)C(=O)N1CCOCC1 | x | -7% | -4% | u | 26% | -5% | -2% | 12%[2.33 µM] | -5% |
| 19 | O=C(COC(=O)c1cnccn1)Nc1cccc2ccccc12 | -7% | 1% | -5% | 10% | 45%[activator] | -1% | 11% | 14% | -8% |
| 20 | O=C1C2C(c3ccccc3)C=CC(c3ccccc3)C2C(=O)N1C1CCCCC1 (stereo not given) | 4% | 2% | -4% | 5% | 42%[activator] | 34%[activator] | -3% | -8% | i |
| 21 | O=C(O)COc1nsnc1N1CCOCC1 | -3% | -12% | 22% | 6% | 38% | 12% | -11% | 21% | 8% |
| 22 | CC(C)Cn1c(SCc2cccc(F)c2)nc2ccsc2c1=O | -6% | 5% | -9% | -16% | 107%[activator] | 88%[activator][57.1 µM] | 97%[activator] | 57%[activator][59 µM] | 1% |
| 23 | CCOC(=O)c1ccc(NC(=O)c2cn(-c3ccccc3)nc2-c2ccc(OC)c(OC)c2)cc1 | -7% | u | -10% | 29% | 54%[activator] | 15% | -28% | 18%[59 µM] | -1% |
| 24 | O=C(NCc1ccco1)C1CCCN1C(=O)NCc1ccccc1 (stereo not given) | 0% | -6% | -2% | 30%[activator] | 58%[activator] | -39% | -8%[57.1 µM] | -30% | -8% |
| 25 | N/C(=N\OC(=O)CCc1ccccc1)c1cccnc1 | -2% | 6% | 8% | -13% | 17% | 6% | -10% | -9%[0.501 µM] | 1% |
| 26 | Cc1ccccc1NC(=O)Cn1nnc(C(=O)NCc2cccs2)c1N | -6% | 10% | -3% | u | 31% | x | -6% | -2%[59 µM] | -4% |
| 27 | Cc1ccccc1OCC(=O)Nn1c(COc2ccccc2)nc2ccccc2c1=O | -14% | 0% | 5% | 4% | 33%[activator] | -2% | -17% | -31%[59 µM] | -1% |
| 28 | CN(C(=O)Nc1cccc(C(F)(F)F)c1)C1CCCCC1 | -2% | -1% | -3% | 26% | 25% | 4% | -5% | x | -9% |
| 29 | CCc1nn(CC(=O)NCc2ccc(OC)c(OC)c2)c(=O)c2cc3sc(C)cc3n12 | -3% | 14% | 0% | -7% | 1% | 3% | -15% | -1%[59 µM] | -3% |
| 30 | Cc1ccccc1C(=O)NC1CCN(Cc2nnnn2CCc2ccccc2)CC1 | -4% | 0% | -4% | -3% | 44% | 6% | -9% | 24%[59 µM] | i |

More structures.
| No. | smiles | BLM helicase inh | Pin1 inhibitor | GLS inhibitor | POLI inh | HP1b chromo inh | BAZ2B block | JMJD2A Tudor inh | G9a inh | Tb PGK inh |
| --- | --- | --- | --- | --- | --- | --- | --- | --- | --- | --- |
| 31 | Cc1cccc(C=NOCCc2ccccc2)n1 | x | -2% | 3% | 16% | 58%[activator] | x | 32% | x | -1% |
| 32 | COc1cccc(NS(=O)(=O)c2ccc3c(c2)N(C(C)=O)CCS3)c1 | -1% | 1% | -8% | 15% | 43%[activator] | -12% | -8% | 68%[activator] | -2% |
| 33 | Cc1cccc(-c2c3c(=O)n(C)c(=O)n(C)c3cn2C(C)C)c1 | 1% | 9% | 3% | -4% | 10% | u | -24% | u | -6% |
| 34 | CC1CCC/C(=N\NC(=O)COc2ccc(Cl)cc2Cl)C1 (stereo not given) | -1% | -6% | 17% | 21% | 21% | -25% | -12% | 22% | -5% |
| 35 | CC(NC(=O)c1ccc(C(F)(F)F)cc1)C(c1ccccc1)N1CCOCC1 (stereo not given) | -1% | 5% | 1% | 30% | 42%[activator] | 0% | -7% | 7% | -6% |
| 36 | O=C(NCc1ccco1)NC(=O)c1csc([N+](=O)[O-])c1 | -4% | 0% | 1% | 161%[activator] | 12% | 5% | -6% | x | 5% |
| 37 | CC(C)C(=O)Nc1cc(-c2nc3ncccc3o2)ccc1Cl | -4% | 10% | -4% | 94%[activator] | 41%[activator] | -1% | 4% | -2% | 5% |
| 38 | CCOC(=O)c1cc(-c2csc(COc3ccccc3Cl)n2)on1 | -4% | -2% | 3% | -4%[58.9 µM] | 26% | 0% | 9% | 47% | -5% |
| 39 | Cc1ccccc1Cn1nnc(-c2ccc(F)cc2)n1 | -6% | -2% | -1% | 12% | 155%[activator] | 158%[activator] | 97%[activator] | 248%[activator] | 1% |
| 40 | Cc1cccc(NC(=O)[C@H](NC(=O)[C@@H]2Cc3ccccc3CN2)c2ccccc2)c1 | -7% | -1% | -2% | 41% | 18%[57 µM] | u | -27% | x | -7% |
| 41 | Cc1ccc(NC(=O)Nc2nnc(-c3ccccc3F)s2)cc1 | 0% | 4% | -5% | -8%[58.9 µM] | 26% | -2% | -8% | x | -6% |
| 42 | Cc1cc(NNC(=O)c2ccccc2)nc(NNC(=O)c2ccccc2)n1 | -1% | -14% | 0% | -2% | 44%[activator] | -13% | 3% | x | -2% |
| 43 | CCOC(=O)c1c(C)[nH]c(C(=O)COc2ccc3ccc(=O)oc3c2)c1C | x | 17% | -11% | u | -9% | x | -23% | x | i |
| 44 | c1ccc(-c2nn3c(Cn4nnc5ccccc54)nnc3s2)cc1 | -3% | 2% | 0% | -17% | u | 1% | u | 3.2µM* | i |
| 45 | CCCN1C(=O)CC(=O)N=C1SCC(=O)Nc1ccccc1F | x | 25% | -1% | -5% | 47%[activator] | x | 3% | x | -6% |
| 46 | C=CCc1ccc(O)c(-c2ccc(O)c(CC=C)c2)c1 | -13%&-14%&-22% | 0% | 30% | 18% | 19% | -33% | u | 16%[12.7 µM] | -4% |
| 47 | CCCCOc1ccc(Br)cc1/C(C)=N/NC1=NCCN1 | 5% | -10% | 11% | -9% | -2% | 2% | -36% | -18%[59 µM] | -3% |
| 48 | COc1cc(C=O)ccc1OS(=O)(=O)c1ccccc1[N+](=O)[O-] | -1% | 3% | 0% | 6% | 13% | -25% | -11% | 12%[59 µM] | -12% |
| 49 | O=C(CSc1ccc2nnc(-c3cccnc3)n2n1)Nc1ccc(F)cc1F | 2% | -4% | -5% | 18% | 14% | -4% | -1% | x | 0% |
| 50 | O=C(NCCc1ccccc1)C(=O)NCC1OCCN1S(=O)(=O)c1ccc(Cl)cc1 (stereo not given) | -1% | 3% | 1% | 9% | 19% | -13% | 2% | x | i |
| 51 | O=C(COc1ccccc1F)NCCc1ccc2c(c1)OCCO2 | x | -1% | -7% | 30% | 25% | x | -11% | x | -7% |

A portion of the library; count on the stated rates, not on these rows.
